GASC-1 inh = human JMJD2C demethylase inhibition. Q9H3R0. inhibition, % at 2.35 µM. 330,000 compounds, 0.069% hits. GST-JMJD2C(1-420) H3K9me3 demethylation, DELFIA europium;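 active = more than half of a compound's replicate wells show inhibition beyond 50%, single wells judged on their own value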;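 also: signal counts dimethyl H3K9 product captured on neutravidin plate; 0% = median of DMSO wells and 100% = 0.3 times that DMSO median; strong numbers were not always called active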
PP5 inh = inhibitors of human protein phosphatase 5 (PP5); P53041; purified PP5c, OMFP substrate fluorescence; inhibition, % at 6.7 µM; 320,000 compounds, 0.18% hits; AID 1987;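 active = inhibition above the campaign's mean inhibition across all tested compounds plus 3 SD, cut at about 9.5% in these data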;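 also: 0% = DMSO only and 100% = 100 µM cantharidin control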
Target sequence (P53041 whole entry, looked up): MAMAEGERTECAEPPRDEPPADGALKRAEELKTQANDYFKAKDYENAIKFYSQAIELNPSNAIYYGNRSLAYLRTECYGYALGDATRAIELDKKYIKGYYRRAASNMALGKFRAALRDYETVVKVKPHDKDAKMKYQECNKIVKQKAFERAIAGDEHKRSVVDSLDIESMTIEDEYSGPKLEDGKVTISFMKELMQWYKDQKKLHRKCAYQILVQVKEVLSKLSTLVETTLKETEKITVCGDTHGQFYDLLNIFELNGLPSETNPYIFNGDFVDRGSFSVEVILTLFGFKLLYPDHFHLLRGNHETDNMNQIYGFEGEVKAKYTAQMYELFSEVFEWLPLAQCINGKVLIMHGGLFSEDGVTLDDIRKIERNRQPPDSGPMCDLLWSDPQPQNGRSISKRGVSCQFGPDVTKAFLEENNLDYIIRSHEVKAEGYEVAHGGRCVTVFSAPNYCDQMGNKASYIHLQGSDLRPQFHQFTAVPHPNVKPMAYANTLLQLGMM
TPT1 inh = blocks Candida albicans tRNA 2'-phosphotransferase | recombinant caTPT1, FP RNA substrate dephosphorylation | inhibition, % at 5 µM | 300,000 compounds, 0.81% hits;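 active = inhibition above the mean of all tested compounds plus 3 SD, set per screening campaign, cut at about 24% in these data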;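 also: plate controls were DMSO alone for no effect and ferristatin control at 100 nM for full effect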
PP1 counter = PP1-alpha (human) inhibition in PP5 counter-screen; inhibition, % at 6.7 µM; 320,000 compounds, 0.9% hits; AID 2235; purified PP1alpha, OMFP fluorescence; P62136;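 active = inhibition above the mean inhibition of all tested compounds plus 3 SD, computed separately for each screening campaign, cut at about 15% in these data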
Efflux pump inh = antifungal efflux pump inhibition, Nile Red retention. 330,000 compounds, 0.44% hits. S. cerevisiae Candida pump triplex. inhibition, % at 10 µM. AID 485275;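 active = plate passing quality check with inhibition over a set limit, or well fluorescence over plate mean plus 4 SD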;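 also: Nile Red retained in pooled yeast measured as flow cytometry median fluorescence; 0% = buffer negative control and 100% = Enniatin B positive control; higher means more Nile Red kept so more efflux inhibition; some compounds called inactive have numbers as strong as hits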
core dimer inh = HCV core protein dimerization inhibition | 300,000 compounds, 0.33% hits | AID 1899 | TR-FRET GST/Flag-core106 dimerization, 1536-well | inhibition, % at 5 µM;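 active = inhibition above the mean of all tested compounds plus 3 SD, set per screening campaign, cut at about 45% in these data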
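Material: Tagged HCV core106 pair (GST and Flag) | Amount: GST-core106 13.5 nM, Flag-core106 17 nM | Medium: KF-containing HEPES buffer, pH 7.45, DTT, CHAPS, BSA | Reagent: Eu donor and XL665 acceptor anti-tag antibodies | Schedule: 4 h at 22.5 °C | Technique: Time-resolved FRET, ex 340 nm, em 617 and 671 nm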
procasp7 counter = counter-screen: procaspase-7 (human) activation. P55210. recombinant procaspase-7, Ac-DEVD-pNA absorbance 405 nm; D23A/D198A/D206A triple mutant, cannot self-cleave; scale: DMSO 0, 5 µM enzyme 100. activation, % at 8.5 µM. 330,000 compounds, 0.093% hits. AID 463210;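 active = percent activation above the screen-wide mean plus 3 SD, cut at about 25% in these data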
Target sequence (P55210 whole entry D23A/D198A/D206A): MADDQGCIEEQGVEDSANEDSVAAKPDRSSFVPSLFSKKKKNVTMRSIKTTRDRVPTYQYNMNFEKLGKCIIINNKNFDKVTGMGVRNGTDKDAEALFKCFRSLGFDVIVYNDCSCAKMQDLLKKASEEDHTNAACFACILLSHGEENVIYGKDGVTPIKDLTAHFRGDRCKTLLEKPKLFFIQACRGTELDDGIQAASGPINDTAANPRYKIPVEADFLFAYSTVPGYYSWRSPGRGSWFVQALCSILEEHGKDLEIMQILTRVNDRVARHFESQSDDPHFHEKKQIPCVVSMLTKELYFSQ
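Assay system – Uncleavable procaspase-7 mutant enzyme · Quantity – 2 µM procaspase-7 mutant as dispensed · Times – 1 h preincubation, 2 h reaction · Dosing – single nominal 8.5 µM compound dose, 0.8% DMSO final · Buffer or medium – Zinc-free 50 mM HEPES buffer, pH 7.4, with NaCl and Triton X-100 · Detection – Epi-absorbance of released pNA at 405 nm, two timepoints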
proCasp3 act = activates human procaspase-3 | P42574 | recombinant procaspase-3 D3A, Ac-DEVD-pNA absorbance 405 nm | activation, % at 8.5 µM | 330,000 compounds, 0.11% hits | AID 463141;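 active = activation above the mean of all tested compounds plus 3 SD, cut at about 21% in these data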;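 also: 0% = DMSO alone and 100% = DMSO wells spiked with extra 5 µM PC-3 D3A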
Target sequence (P42574 whole entry D9A/D28A/D175A): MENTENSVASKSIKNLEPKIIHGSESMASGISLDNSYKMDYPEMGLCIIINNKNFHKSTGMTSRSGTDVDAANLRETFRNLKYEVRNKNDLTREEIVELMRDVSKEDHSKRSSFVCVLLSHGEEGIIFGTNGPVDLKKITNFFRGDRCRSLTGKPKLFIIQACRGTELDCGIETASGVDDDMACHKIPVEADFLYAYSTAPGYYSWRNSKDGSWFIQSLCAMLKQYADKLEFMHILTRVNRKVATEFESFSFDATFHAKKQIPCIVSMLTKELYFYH
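Test system: Procaspase-3 D3A mutant, all three cleavage aspartates alanine | Dosing: Single dose, 8.5 µM nominal compound, 0.8% DMSO | Schedule: 1 h preincubation, 2 h reaction | Technique: 405 nm absorbance of p-nitroaniline, reads at 0 and 120 min | Repeats: One well per compound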
CTSL1 counter = cathepsin L1 inhibition, PFM18AAP counter-screen; inhibition, % at 5.96 µM; AID 1906; recombinant F. hepatica cathepsin L1, Z-Leu-Arg-MCA fluorescence; 300,000 compounds, 0.49% hits;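 active = inhibition above the mean of all tested compounds plus 3 SD, set per screening campaign, cut at about 17% in these data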;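 also: 0% = plate median of test compound wells and 100% = 1 µM Z-Phe-Ala-diazomethylketone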
* marks the source's active call; other numbers are inactive results; nt = no result given.

1) Cc1ccc2nc(-c3ccc(N4C(=NC(=O)CCC(=O)O)SC5CS(=O)(=O)CC54)cc3)sc2c1 (stereo not given)
2) Cc1nn2c(-c3ccncc3)nnc2c2ccccc12
3) COC(=O)CN1C(=O)C2(C(C#N)=C(N)Oc3c2c(C)nn3-c2ccccc2)c2ccccc21 (stereo not given)
4) COc1ccc(Nc2nnc(C)c(=O)[nH]2)cc1
5) COC(=O)C(CCSC)NC(=O)c1cc2c(n(-c3ccccc3)c1=O)CCCC2=O (stereo not given)
6) Cc1cc2c3c([nH]c2cc1S(=O)(=O)NCCCOC(C)C)CC(C)(C)CC3=O
7) O=S1(=O)CCO[C@H]2Cc3ccccc3[C@H]2N1Cc1ccc(F)cc1
8) O=C(CCn1c(=O)oc2ccccc21)NCc1ccc2c(c1)OCO2
9) COc1cc(OC)c(C(=O)N2CCCC2)cc1OC
10) COc1ccccc1NC(=O)CN(Cc1ccco1)C(=O)c1cncc(Br)c1
Assay by compound | 1 | 2 | 3 | 4 | 5 | 6 | 7 | 8 | 9 | 10
GASC-1 inh | 0 | -3 | -3 | -1 | -3 | -13 | 23 | -5 | 14 | -4
PP5 inh | 1.4 | -0.3 | 1.9 | 0.0 | 5.1 | -1.4 | 1.1 | -0.8 | 1.8 | -1.7
TPT1 inh | 1 | -3 | 0 | -1 | -2 | -5 | -2 | 6 | 2 | 4
PP1 counter | 3 | -3 | 0 | -4 | 1 | 0 | -1 | -4 | -4 | -3
Efflux pump inh | -0.1 | 0.1 | 0.1 | 0.0 | 0.2 | 0.0 | 0.0 | 0.0 | 0.0 | 0.0
core dimer inh | 23 | 3 | -1 | 2 | -1 | 1 | 9 | -1 | -4 | -2
procasp7 counter | -4 | -3 | -4 | -3 | 12 | -1 | 8 | -8 | 7 | -2
proCasp3 act | -2 | -4 | -3 | -5 | 8 | -2 | 6 | -2 | 7 | -8
CTSL1 counter | -1 | -1 | -1 | 0 | 1 | 1 | 8 | -2 | -4 | -1

Results in Efflux pump inh, PP1 counter and proCasp3 act (3 entries from above):
entry	molecule	Efflux pump inh	PP1 counter	proCasp3 act
7	O=S1(=O)CCO[C@H]2Cc3ccccc3[C@H]2N1Cc1ccc(F)cc1	0.0	-1	6
10	COc1ccccc1NC(=O)CN(Cc1ccco1)C(=O)c1cncc(Br)c1	0.0	-3	-8
9	COc1cc(OC)c(C(=O)N2CCCC2)cc1OC	0.0	-4	7

Next section
11) Cc1c(NC(=S)NC(=O)c2ccc(Br)o2)c(=O)n(-c2ccccc2)n1C
12) Cc1ccc(/C=C2\SC(=S)N(CCCC(=O)Nc3cccnc3)C2=O)cc1
13) Cc1nc2ccccc2c(=O)n1NC(=O)c1ccc([N+](=O)[O-])cc1
14) COCCN(Cc1nc(C(c2ccccc2)c2ccccc2)no1)C(C)C
15) C=CCn1c(SCC(N)=O)nnc1-c1cnccn1
16) N=C1C(c2nc(-c3ccc(Cl)cc3)cs2)=C(O)CN1NC(=O)c1ccc(O)cc1
17) CCCCCCC(=O)N1CCCC(c2nc(-c3cccc(OC)c3)no2)C1 (stereo not given)
18) CC1O[C@H](OC2C(COC3OC(CO)C(O)[C@H](O)C3O)OC(OC3CC[C@]4(C)C(CC[C@@]5(C)[C@@H]4C=C[C@]46OC[C@@]7(CCC(C)(C)C[C@H]74)C(O)C[C@@]56C)C3(C)C)C(O)C2O)C(O)C(O)C1O (stereo not given in full)
19) Cc1ccc(-n2c3c(cc(C(=O)NCc4ccco4)c2=O)C(=O)CCC3)cc1
20) CC(=O)c1ccc(C(=O)N2CCCC(CCC(=O)N(C)CCc3ccccn3)C2)s1 (stereo not given)
Assay by compound | 11 | 12 | 13 | 14 | 15 | 16 | 17 | 18 | 19 | 20
GASC-1 inh | -10 | 2 | -3 | 16 | -1 | 3 | -1 | 3 | -4 | -11
PP5 inh | 0.8 | 1.9 | 2.5 | 0.3 | -1.1 | 1.1 | 3.6 | nt | 2.1 | 3.0
TPT1 inh | -1 | 1 | -4 | 1 | 0 | 10 | 3 | nt | 1 | -1
PP1 counter | -3 | 8 | -6 | 3 | -2 | 14 | 2 | nt | 1 | -2
Efflux pump inh | 0.1 | 0.3 | -0.1 | 0.1 | 0.1 | -0.1 | 0.1 | 0.6 | 0.0 | 0.1
core dimer inh | 9 | -7 | 1 | -3 | 2 | 23 | 4 | nt | -8 | -6
procasp7 counter | 0 | -7 | 8 | -5 | 5 | 0 | 7 | 2 | -13 | 3
proCasp3 act | -9 | -15 | 2 | 6 | -5 | -1 | -7 | 4 | 0 | -1
CTSL1 counter | -2 | 2 | 0 | -2 | -4 | -1 | 2 | nt | 5 | 0

By substructure: the compounds so far with bromine
10) COc1ccccc1NC(=O)CN(Cc1ccco1)C(=O)c1cncc(Br)c1
11) Cc1c(NC(=S)NC(=O)c2ccc(Br)o2)c(=O)n(-c2ccccc2)n1C
Assay by compound | 10 | 11
GASC-1 inh | -4 | -10
PP5 inh | -1.7 | 0.8
TPT1 inh | 4 | -1
PP1 counter | -3 | -3
Efflux pump inh | 0.0 | 0.1
core dimer inh | -2 | 9
procasp7 counter | -2 | 0
proCasp3 act | -8 | -9
CTSL1 counter | -1 | -2

Other entries.
21) NC(=O)c1ccc(NC(=O)CSC2=Nc3ccccc3C3CC=NN23)cc1 (stereo not given)
22) CN(C)S(=O)(=O)c1ccc(NC(=O)C2CCCN(C(=O)c3ccc(Cl)cc3)C2)cc1 (stereo not given)
23) Cc1cc(C)cc(NS(=O)(=O)c2cccs2)c1
24) Nc1c(C(=O)NCc2ccco2)sc2nc(N3CCOCC3)c3c(c12)CCCC3
25) CC1(C)CNC(=O)c2sc(N3CCOCC3)nc2C1
26) CC(C)(C)c1cc(CCC(=O)N2CCCC2)cc(C(C)(C)C)c1O
27) CCc1nnc(SCc2cccc(F)c2)nc1CC
28) COc1ccc(C2=NS(=O)(=O)N(C)C(C(=O)Nc3ccc(OC)c(OC)c3)=C2)cc1
29) CN(C)C1=NCCN1CCc1cccc(F)c1
30) COc1cc(C(=O)N/C(=C\c2cn(C)c3ccccc23)C(=O)N2CCOCC2)cc(OC)c1OC
Assay by compound | 21 | 22 | 23 | 24 | 25 | 26 | 27 | 28 | 29 | 30
GASC-1 inh | 29 | 3 | 1 | 20 | -5 | 0 | 10 | 2 | 5 | 3
PP5 inh | 1.7 | 1.8 | 0.1 | 1.4 | -0.2 | 1.4 | -1.8 | 2.0 | -0.8 | -1.0
TPT1 inh | 1 | -2 | 0 | 0 | -1 | -3 | -3 | 0 | -2 | 5
PP1 counter | 4 | 2 | 4 | 1 | -5 | -3 | 3 | 0 | -7 | -2
Efflux pump inh | -0.1 | 0.2 | 0.0 | -0.1 | -0.3 | -0.1 | -0.1 | -0.1 | -0.1 | 0.1
core dimer inh | 3 | -5 | -10 | 15 | 2 | 17 | -13 | 6 | 8 | -1
procasp7 counter | 0 | 13 | -1 | -46 | 5 | 9 | -4 | 0 | -9 | 5
proCasp3 act | -4 | 11 | 11 | -30 | 5 | 4 | 0 | 6 | 4 | 3
CTSL1 counter | 0 | -1 | -6 | 0 | -5 | -2 | 6 | 3 | 1 | 1

31) CNc1nc(N)c([N+](=O)[O-])c(Nc2ccccc2OC)n1
32) O=[N+]([O-])c1cccc(/C=C/c2ccncc2)c1
33) O=C(O)c1ccc(N=c2oc3cc(O)ccc3cc2C(=O)NCc2ccccc2)cc1
34) COc1ccccc1CNC(=O)CN1C(=O)c2ccccc2S1(=O)=O
35) C=CCn1c(SCC(=O)NC23CC4CC(CC(C4)C2)C3)nc(O)cc1=O
36) Cc1ccc(/C=C2\OC(=O)c3ccccc32)cc1
37) COc1ccc(C(=O)Nc2ccc3oc(-c4cccnc4)nc3c2)cc1OC
38) C/C(=N\N1CCCCC1)c1ccccc1O
39) CC(C)NC(=O)COc1ccc(S(=O)(=O)N2CCOCC2)cc1
40) Cc1ccc(-c2noc(-c3ccccc3C(=O)NCC3CCCO3)n2)cc1 (stereo not given)
Assay by compound | 31 | 32 | 33 | 34 | 35 | 36 | 37 | 38 | 39 | 40
GASC-1 inh | 130 | 9 | 13 | 9 | 10 | 4 | -7 | 2 | 1 | -1
PP5 inh | -1.0 | -1.9 | -1.6 | 1.6 | 2.0 | 3.6 | -0.7 | -1.4 | 2.8 | 2.1
TPT1 inh | -1 | 0 | 20 | 1 | 3 | -1 | -2 | -3 | -2 | 0
PP1 counter | 3 | -2 | 7 | 0 | 9 | 0 | -1 | -1 | -4 | 2
Efflux pump inh | 0.0 | 0.3 | 0.2 | 0.0 | 0.0 | -0.1 | 0.1 | -0.1 | -0.1 | 0.0
core dimer inh | 19 | -8 | 3 | 0 | 12 | -1 | 1 | -13 | 2 | 0
procasp7 counter | -14 | 4 | -39 | 4 | 13 | 7 | 3 | -8 | -2 | 8
proCasp3 act | -6 | -7 | -18 | -1 | -9 | -3 | 5 | 0 | 3 | 4
CTSL1 counter | 1 | -1 | -2 | -2 | 2 | 3 | 2 | -1 | 0 | -1

Four compounds picked at random from the list so far:
38) C/C(=N\N1CCCCC1)c1ccccc1O
36) Cc1ccc(/C=C2\OC(=O)c3ccccc32)cc1
40) Cc1ccc(-c2noc(-c3ccccc3C(=O)NCC3CCCO3)n2)cc1 (stereo not given)
39) CC(C)NC(=O)COc1ccc(S(=O)(=O)N2CCOCC2)cc1
Assay by compound | 38 | 36 | 40 | 39
GASC-1 inh | 2 | 4 | -1 | 1
PP5 inh | -1.4 | 3.6 | 2.1 | 2.8
TPT1 inh | -3 | -1 | 0 | -2
PP1 counter | -1 | 0 | 2 | -4
Efflux pump inh | -0.1 | -0.1 | 0.0 | -0.1
core dimer inh | -13 | -1 | 0 | 2
procasp7 counter | -8 | 7 | 8 | -2
proCasp3 act | 0 | -3 | 4 | 3
CTSL1 counter | -1 | 3 | -1 | 0

(list continues)
41) COc1ccc(-c2ncc3ccccn23)cc1
42) C=CCOc1ccc(CNc2nccs2)cc1
43) O=C(COC(=O)C1CC2CCCC(C1)C2=O)NNC(=O)c1ccccc1F (stereo not given)
44) Cc1ccc2cccc(OC(=O)/C=C\c3ccccc3)c2n1
Assay by compound | 41 | 42 | 43 | 44
GASC-1 inh | 4 | -7 | -2 | -7
PP5 inh | 2.1 | 1.6 | 2.2 | -0.1
TPT1 inh | 6 | 2 | 2 | 5
PP1 counter | -1 | 0 | -5 | 1
Efflux pump inh | -0.1 | 0.1 | 0.1 | 0.1
core dimer inh | 0 | 1 | -1 | 7
procasp7 counter | -3 | 6 | -1 | -6
proCasp3 act | -3 | 3 | -3 | -4
CTSL1 counter | 0 | -1 | -8 | 3

Compound activity: PubChem, several laboratories

Compounds were not picked by outcome. About 2.9% of those tested had a hit in this group.
